Bfl-1 Bim block: human Bim-Bfl-1 interaction inhibition; Q16548; Bead-based flow cytometry, Bim-Bfl-1 binding inhibition; inhibition, % at 10 µM; hit rate 0.12% among 190,000; AID 1008;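 note: 0% = wells without compound plus tracer and 100% = blocker peptide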
Bim-Bcl-XL: disrupts Bim peptide binding to human Bcl-XL | bead flow cytometry, fluorescence | Q07817 | inhibition, % at 10 µM | hit rate 0.04% among 190,000
Target sequence (Q07817 whole entry, looked up): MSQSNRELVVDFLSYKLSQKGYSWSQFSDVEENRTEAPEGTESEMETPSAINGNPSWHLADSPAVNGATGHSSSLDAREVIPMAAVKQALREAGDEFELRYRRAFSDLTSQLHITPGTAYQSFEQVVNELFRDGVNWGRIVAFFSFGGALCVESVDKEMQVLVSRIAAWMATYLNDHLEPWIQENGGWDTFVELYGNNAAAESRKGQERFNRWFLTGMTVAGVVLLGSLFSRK
RGS7-Gao: regulators of human RGS7-Galphao interaction | P09471 | Multiplexed bead flow cytometry, RGS7-Galphao binding; actives lie on both sides | binding response (% of control), % at 10 µM | hit rate 0.35% among 220,000; in the data active = binding response below about 49% or above about 150%;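 note: fluorescent Galphao held in activated GDP-AlF4 state binding bead-coupled RGS7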
GSH bead fluor: GSH bead compound fluorescence profile; GSH beads flow cytometry, compound fluorescence 488/530 nm; stronger effect = higher value; fluorescence (KMESF) at 10 µM; hit rate 0.25% among 190,000; AID 1776; in the data active = fluorescence above about 89;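 note: glutathione beads carrying GST-tagged Bcl family fusion proteins plus one bare bead set; values are compound well signal with DMSO vehicle wells as background; inactives centre near 16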
Bim-Bcl-B: human Bim-Bcl-B interaction inhibition; Q9HD36; bead-based flow cytometry, Bim peptide-Bcl-B binding; inhibition, % at 10 µM; hit rate 0.073% among 190,000; AID 951;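 note: 0% = tracer peptide without compound and 100% = reference inhibitor peptide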
Target sequence (Q9HD36 whole entry, looked up): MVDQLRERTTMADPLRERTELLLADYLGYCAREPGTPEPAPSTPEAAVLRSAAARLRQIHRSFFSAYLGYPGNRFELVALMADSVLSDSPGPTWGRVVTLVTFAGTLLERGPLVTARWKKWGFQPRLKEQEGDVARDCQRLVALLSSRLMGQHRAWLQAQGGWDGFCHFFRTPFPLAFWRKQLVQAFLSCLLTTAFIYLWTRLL
Bim-Mcl-1: human Bim-Mcl-1 interaction inhibition. Q07820. Bead-based flow cytometry, Bim peptide-Mcl-1 binding. inhibition, % at 10 µM. hit rate 0.1% among 190,000;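 note: 0% = no compound tracer wells and 100% = peptide blocker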
Target sequence (Q07820 whole entry, looked up): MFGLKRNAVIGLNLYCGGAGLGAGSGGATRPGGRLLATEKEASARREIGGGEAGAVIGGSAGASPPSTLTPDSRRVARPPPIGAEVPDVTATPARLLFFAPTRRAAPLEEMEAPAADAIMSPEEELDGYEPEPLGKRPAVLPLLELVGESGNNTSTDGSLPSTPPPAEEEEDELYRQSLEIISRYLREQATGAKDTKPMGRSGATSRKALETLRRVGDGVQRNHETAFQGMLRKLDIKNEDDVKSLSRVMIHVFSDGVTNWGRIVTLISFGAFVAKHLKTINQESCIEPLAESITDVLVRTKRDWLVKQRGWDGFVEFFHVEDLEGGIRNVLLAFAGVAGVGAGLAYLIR
Bcl-W Bim block: inhibitors of Bim-Bcl-W interaction, human; Q92843; bead-based flow cytometry, Bim peptide-Bcl-W binding; inhibition, % at 10 µM; hit rate 0.02% among 190,000;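 note: 0% = bound tracer without compound and 100% = peptide blocker; higher means less fluorescent Bim peptide bound to Bcl-W beads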
Bim-Bcl-2: inhibitors of Bim-Bcl-2 interaction, human; Bead-based flow cytometry, Bim peptide-Bcl-2 binding; inhibition, % at 10 µM; hit rate 0.06% among 190,000; in the data active = inhibition above about 40%;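 note: 0% = no compound wells with probe peptide and 100% = reference peptide inhibitor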
Target sequence (P10415 whole entry, looked up): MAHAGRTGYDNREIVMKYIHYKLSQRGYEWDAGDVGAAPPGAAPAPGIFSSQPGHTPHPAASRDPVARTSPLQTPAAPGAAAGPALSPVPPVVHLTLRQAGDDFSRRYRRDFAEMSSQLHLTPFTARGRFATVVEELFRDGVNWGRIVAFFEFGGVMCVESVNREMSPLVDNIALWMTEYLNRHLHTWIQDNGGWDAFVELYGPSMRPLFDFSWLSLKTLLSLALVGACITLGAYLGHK
RGS4-Gao reg: human RGS4-Galphao interaction regulation | P09471 | Multiplexed bead flow cytometry, RGS4-Galphao binding; actives lie on both sides | binding response (% of control), % at 10 µM | hit rate 0.33% among 220,000 | AID 1415; in the data active = binding response below about 49% or above about 150%; inactive = in between;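 note: fluorescent Galphao activated with aluminum fluoride binding bead-coupled RGS4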
Mcl1 Bid PPI: Mcl-1/Bid interaction inhibition; Q07820; TR-FRET Mcl-1/Bid-Dy647 peptide binding, 1536-well; inhibition, % at 21.7 µM; hit rate 0.97% among 220,000; AID 1021;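 active = compounds that cut the binding signal by more than half at the single screening dose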;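 note: His-tagged Mcl-1 with europium anti-His antibody binding Bid BH3 peptide; 0% = Mcl-1 plus peptide wells and 100% = peptide-only wells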
RGS8-Gao: human RGS8-Galphao interaction regulation. P09471. multiplexed bead flow cytometry, RGS8-Galphao binding; actives lie on both sides. response (percent of control binding), % at 10 µM. hit rate 0.34% among 220,000; in the data active = response below about 60% or above about 140%; inactive = in between;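 note: Galphao activated as the GDP aluminium fluoride complex binding bead-coupled RGS8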
An asterisk follows results filed as active; [ ] = dose if it differs, or a comment. Cut-off read from the data, not from the text of the source, unless noted: active = inhibition above about 40%.

Start of the data: the first 2 compounds as a preview:
cpd	SMILES	Bfl-1 Bim block	Bim-Bcl-XL	RGS7-Gao	GSH bead fluor	Bim-Bcl-B	Bim-Mcl-1	Bcl-W Bim block	Bim-Bcl-2	RGS4-Gao reg	Mcl1 Bid PPI	RGS8-Gao
1	CC(C)C(c1nnnn1CCc1ccccc1)N1CCN(C(=O)c2ccco2)CC1 (configuration not stated)	-10	-2	99	11	-5	-1	4	-7	100	-13	99
2	N=c1ncn(Cc2ccccc2)c2nc(SCCOc3ccccc3)[nH]c12	-9	-11	100	12	-9	-5	-5	-8	102	-3	101

Results, from the start:
cpd	SMILES	Bfl-1 Bim block	Bim-Bcl-XL	RGS7-Gao	GSH bead fluor	Bim-Bcl-B	Bim-Mcl-1	Bcl-W Bim block	Bim-Bcl-2	RGS4-Gao reg	Mcl1 Bid PPI	RGS8-Gao
1	CC(C)C(c1nnnn1CCc1ccccc1)N1CCN(C(=O)c2ccco2)CC1 (configuration not stated)	-10	-2	99	11	-5	-1	4	-7	100	-13	99
2	N=c1ncn(Cc2ccccc2)c2nc(SCCOc3ccccc3)[nH]c12	-9	-11	100	12	-9	-5	-5	-8	102	-3	101
3	Cc1[nH]n(-c2cccc(Cl)c2)c(=O)c1C=NCC(C)C	-4	-2	98	16	0	-2	-2	-3	100	-1	101
4	COc1ccc(C(=O)C(OC(=O)c2ccccc2Cl)c2ccccc2)cc1 (configuration not stated)	-3	-4	98	10	-6	-12	-11	-6	98	-1	99
5	CCOC(=O)NC(=O)CSc1nc(C)cc(C(F)(F)F)c1C#N	-12	-3	103	16	-4	-1	-1	-10	103	8	102
6	COc1ccc(N=c2ssnc2Cl)cc1	33	-4	115	14	-41	-2	3	6	91	-11	81
7	CSc1ccccc1C(=O)NCC1CCCO1 (configuration not stated)	0	3	100	45	-2	-1	-2	3	103	-38	99
8	C=CCOc1c(Br)cc(CNn2nnnc2N)cc1OC	-16	-8	119	30	-10	-2	-1	-5	121	-17	120
9	C/C(CCC(=O)OC[C@H]1O[C@H](C#Cc2ccccc2)C=C[C@@H]1Oc1ccc(C)cc1)=N\O[C@@H](C)CN1CCCCc2nc(C)c(C)cc21	2	-3	103	19	-2	-1	-3	1	104	-3	104
10	CC(C)NS(=O)(=O)c1ccc(NC(=O)CCc2ccccc2)cc1	5	11	95	26	0	0	7	0	101	2	103
11	CCCNc1nc(C)c(C(C)=O)cc1C#N	-9	-4	97	15	-4	4	1	1	93	-32	98
12	CC1(C(=O)O)CCC(C(=O)NC2CCCCCC2)C1(C)C (configuration not stated)	-3	1	104	16	0	-2	0	-3	103	2	101
13	Cc1nccn1-c1ncnc2sc3c(c12)CCCC3	-10	-3	104	16	-6	-2	0	-12	103	11	103
14	O=C1c2oc3ccccc3c(=O)c2C(c2cccc(O)c2)N1CCCN1CCOCC1 (configuration not stated)	-7	-3	100	22	-8	-1	1	-4	99	-17	102
15	Cc1ccc(OC(C)c2nnc(N)s2)cc1Cl (configuration not stated)	-12	-9	99	33	-7	-4	0	-10	98	2	101
16	Cc1cccc(NC(=O)NCCc2c[nH]c3ccccc23)c1	0	2	98	8	3	1	1	2	98	-92	99
17	O=C1CCc2cc(S(=O)(=O)NCCC(=O)NC3CCN(Cc4ccccc4)CC3)ccc2N1	-28	-8	99	31	-13	-7	-6	-9	102	-65	101
18	COc1ccccc1NC(=O)C1=C(C)NC(=O)NC1c1cc(C)cs1 (configuration not stated)	-5	-11	189*[activator]	27	-15	-6	-6	-4	202*[activator]	-6	167*[activator]
19	CCCn1c(NC(=O)c2ccc(Br)cc2)nc2ccccc21	-11	1	104	58	-11	0	3	-10	102	18	106
20	O=C(NC(Cc1c[nH]c2ccccc12)C(=O)Nc1ccc(OC(F)(F)F)cc1)c1cccs1 (configuration not stated)	-9	-7	98	17	-8	-5	-2	-3	96	-98	101
21	COc1ccc(C(=O)NCC(=O)NCC(=O)OCC(=O)c2cccs2)cc1	0	-5	97	14	-4	-1	-1	-1	101	-7	100
22	COc1ccccc1S(=O)(=O)CC(O)COc1ccc(F)cc1Cl (configuration not stated)	-5	0	101	11	-3	4	2	0	100	-11	99
23	CCCS(=O)(=O)N1CCN(Cc2c[nH]c3ccccc23)CC1	-7	-5	103	21	-3	-2	-2	-4	103	6	104
24	COc1cccc(C2C(C(=O)/C=C/c3ccco3)=C(O)C(=O)N2CCN2CCOCC2)c1 (configuration not stated)	7	-3	90	16	-21	0	-1	-1	103	-13	100
25	O=C1CS/C(=N/N=C2C3CC4CC(C3)CC2C4)N1	-18	-8	110	38	-15	-5	-5	-8	104	-1	105
26	CCC(C)[C@@H](N)C(=O)N/N=C/c1ccc2ncccc2c1 (some centres not stated)	22	32	109	11	15	14	21	18	104	-19	103
27	COc1ccc(OC)c(/C=N/NC(=O)CC2C(=O)NN=C2C)c1 (configuration not stated)	0	-7	99	9	-5	-3	-4	-5	100	-113	100
28	Cc1ccc(-c2nn(-c3ccccc3)cc2C(=O)OCC(=O)Nc2ncc(Cl)cc2Cl)cc1	0	-2	94	7	-2	-1	-2	3	97	-72	101
29	Cn1cccc1/C=N/NC(=O)c1cc(-c2cccs2)nc2ccccc12	-1	-3	100	16	-9	-4	-3	0	98	-12	101
30	Cc1ccc2nc(-c3ccncc3)c(Nc3ccccc3)n2c1	0	-4	100	4	-2	-2	0	1	102	-30	106
31	CC(=O)Nc1ccc(NC(=O)CN(c2ccc([N+](=O)[O-])cc2)S(=O)(=O)c2ccccc2)cc1	-4	0	98	15	-2	2	0	-4	98	-49	101
32	CC1CCCC(C(=O)OCc2ccccc2)N1 (configuration not stated)	-8	-8	102	15	-8	-5	-7	-7	102	-6	101
33	C(=C\c1ccccc1)/C=N/Nc1nncc(-c2ccccc2)n1	-11	-6	104	15	-8	-12	-8	-5	102	-14	103
34	OCc1ccccc1OCCOc1ccc(Cl)c2cccnc12	0	-2	95	25	0	-2	-1	-1	93	2	96
35	N#CC1=C2SCN(Cc3ccco3)CN2C(=O)CC1c1ccccc1F (configuration not stated)	19	-10	115	13	-32	-10	-3	-3	99	3	79
36	O=C1c2ccccc2S(=O)(=O)N1Cc1cccc(S(=O)(=O)N2CCOCC2)c1	-10	-3	98	12	-11	0	-1	-7	97	-26	100
37	CCOC(=O)c1sc(=S)n(C)c1C	-12	-4	97	13	-8	0	1	-8	102	-25	104
38	COc1ccc(OC)c(NC(=O)COC(=O)C2CCN(C(=O)c3ccc(Cl)cc3)CC2)c1	-6	-1	107	14	-3	2	-2	-1	107	-30	103
39	Cn1c(N)c(N2CCCCC2)c(=O)n(CC(=O)Nc2ccc(Cl)c(Cl)c2)c1=O	-1	-12	97	23	-3	-8	-2	0	99	-26	99
40	COCCNC(=O)CS(=O)Cc1nc(-c2ccc(Cl)cc2)oc1C (configuration not stated)	-12	-2	101	18	-6	-1	0	-5	104	-8	103
41	Cc1ccc(S(=O)(=O)CCC(=O)OCC(=O)c2c[nH]c3ccccc23)cc1	11	-3	102	9	0	-1	-3	1	101	-23	106
42	N/C(=N\OC(=O)CCC1CCCCC1)c1cccc([N+](=O)[O-])c1	1	-2	100	23	-2	-5	2	1	100	3	101
43	CC(=O)CC(=O)Nc1ccc(Nc2ccccc2)cc1	1	-1	100	7	-1	-1	0	4	101	-12	103
44	CCOC(=O)c1c(CC(C)C)csc1NC(=O)C(C)C	-2	0	88	26	0	0	-1	-3	88	4	93
45	COc1ccc(CCNC(=O)c2ccc(CN3CCOCC3)cc2)cc1	-5	-2	109	4	-3	0	-6	-4	103	-9	101
46	CN(C)c1ncc(C(=O)O)cn1	-17	-6	99	26	-6	0	-4	-7	99	22	102
47	COc1cccc(OC)c1C(=O)NC(=S)NCc1ccco1	-2	0	101	10	-5	-2	-1	-4	104	-30	102
48	Cc1ccnc(NC(=O)CS(=O)(=O)Cc2ccccc2)c1	-10	-4	99	16	-7	1	0	-3	98	-9	101

11 entries from above, in transposed form:
#37 CCOC(=O)c1sc(=S)n(C)c1C
#38 COc1ccc(OC)c(NC(=O)COC(=O)C2CCN(C(=O)c3ccc(Cl)cc3)CC2)c1
#39 Cn1c(N)c(N2CCCCC2)c(=O)n(CC(=O)Nc2ccc(Cl)c(Cl)c2)c1=O
#40 COCCNC(=O)CS(=O)Cc1nc(-c2ccc(Cl)cc2)oc1C (configuration not stated)
#41 Cc1ccc(S(=O)(=O)CCC(=O)OCC(=O)c2c[nH]c3ccccc23)cc1
#42 N/C(=N\OC(=O)CCC1CCCCC1)c1cccc([N+](=O)[O-])c1
#43 CC(=O)CC(=O)Nc1ccc(Nc2ccccc2)cc1
#44 CCOC(=O)c1c(CC(C)C)csc1NC(=O)C(C)C

assay / compound	37	38	39	40	41	42	43	44
Bfl-1 Bim block	-12	-6	-1	-12	11	1	1	-2
Bim-Bcl-XL	-4	-1	-12	-2	-3	-2	-1	0
RGS7-Gao	97	107	97	101	102	100	100	88
GSH bead fluor	13	14	23	18	9	23	7	26
Bim-Bcl-B	-8	-3	-3	-6	0	-2	-1	0
Bim-Mcl-1	0	2	-8	-1	-1	-5	-1	0
Bcl-W Bim block	1	-2	-2	0	-3	2	0	-1
Bim-Bcl-2	-8	-1	0	-5	1	1	4	-3
RGS4-Gao reg	102	107	99	104	101	100	101	88
Mcl1 Bid PPI	-25	-30	-26	-8	-23	3	-12	4
RGS8-Gao	104	103	99	103	106	101	103	93

#45 COc1ccc(CCNC(=O)c2ccc(CN3CCOCC3)cc2)cc1
#46 CN(C)c1ncc(C(=O)O)cn1
#47 COc1cccc(OC)c1C(=O)NC(=S)NCc1ccco1

assay / compound	45	46	47
Bfl-1 Bim block	-5	-17	-2
Bim-Bcl-XL	-2	-6	0
RGS7-Gao	109	99	101
GSH bead fluor	4	26	10
Bim-Bcl-B	-3	-6	-5
Bim-Mcl-1	0	0	-2
Bcl-W Bim block	-6	-4	-1
Bim-Bcl-2	-4	-7	-4
RGS4-Gao reg	103	99	104
Mcl1 Bid PPI	-9	22	-30
RGS8-Gao	101	102	102

Remaining list, next part
cpd	SMILES	Bfl-1 Bim block	Bim-Bcl-XL	RGS7-Gao	GSH bead fluor	Bim-Bcl-B	Bim-Mcl-1	Bcl-W Bim block	Bim-Bcl-2	RGS4-Gao reg	Mcl1 Bid PPI	RGS8-Gao
49	CCc1ccc2nc(NC(=O)c3cc(C)on3)sc2c1	-1	-1	100	22	0	0	0	0	95	-1	98
50	CCC(C)(C(=O)NC1CCCCC1)N(C)C(=O)c1ccc2c(c1)OCO2 (configuration not stated)	-4	8	104	75	-3	0	3	-5	98	-3	98
51	Cc1ccc(C(=O)NC(=S)Nc2ccc(N3CCOCC3)cc2)cc1	-3	0	101	18	-1	0	0	0	103	-69	106
52	Cc1cc(S(=O)(=O)NCC(C)C)ccc1OCC(=O)N1CCOCC1	-1	0	102	21	0	0	-4	0	101	-12	102
53	O=C1NCCN(Cc2c(F)cccc2Cl)C1CC(=O)N1CCCO1 (configuration not stated)	-6	-5	93	9	-3	1	-3	-1	101	-33	101
54	COc1ccc(NC(=O)C23CC4CC(C2)CC(c2ccc(C)cc2)(C4)C3)cc1	-16	-10	99	17	-10	-6	-6	-7	102	-37	105

Screening data deposited in PubChem BioAssay by several laboratories.

Random draw from the library. Share with any hit: about 1.8%.
